ERK EGF inh: blocks ERK signaling stimulated by EGF. 130,000 compounds, 0.41% hits. Potency, µM (series often up to 11.5 µM), inactives show at the highest dose activity change, negative = inhibition, usual class: inhibitors. HEK293-V1b, EGF-stimulated phospho-ERK AlphaScreen; active = well fitted inhibition curve with a large enough effect; inconclusive = small, poorly fitted or top-dose-only effect, or effect the other way;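 note: plate controls were stimulated vehicle wells for no effect and unstimulated vehicle basal for full effect; nearly all actives have a fitted effect of over 55% in size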
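After overnight plating in 1% FBS, HEK293-V1b cells received test compound for half an hour, then a 5 min pulse of EGF (25 nM); ERK phosphorylation in lysates was read by bead-based AlphaScreen.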
* hit, by the source's call; u = inconclusive; [ ] = another dose, or the depositor's remark. Potency is the fitted concentration of half-maximal effect.

Start of the data: the first 3 entries, ahead of the listing:
SMILES | ERK EGF inh
Cc1ccc(NC(=S)NNC(=O)C2CC2c2ccc(C)cc2)cc1 (stereo unspecified) | 1%
Cc1c(NC(=O)COC(=O)COc2ccc(Nc3ccccc3)cc2)c(=O)n(-c2ccccc2)n1C | 5%
COc1cc2c(cc1OC)CN(C(=S)Nc1ccc(OC(F)F)cc1)CC2 | 3%

The list itself, from the first entry:
SMILES | ERK EGF inh
Cc1ccc(NC(=S)NNC(=O)C2CC2c2ccc(C)cc2)cc1 (stereo unspecified) | 1%
Cc1c(NC(=O)COC(=O)COc2ccc(Nc3ccccc3)cc2)c(=O)n(-c2ccccc2)n1C | 5%
COc1cc2c(cc1OC)CN(C(=S)Nc1ccc(OC(F)F)cc1)CC2 | 3%
COc1ccc(Cc2nnc(N=Nc3c(O)[nH]c4ccc(Br)cc34)[nH]c2=O)cc1 | -4%
CC(NC(=O)C(=O)N/N=C\c1ccc([N+](=O)[O-])cc1)c1ccccc1 (stereo unspecified) | -1%
Cc1nn(Cc2noc(C(=O)NCc3ccc(F)cc3)n2)c(C)c1Br | -1%
Clc1cccc(C2CCN(Cc3nc(CC4CC4)no3)C2)c1 (stereo unspecified) | 2%
O=C(CNC(=O)c1ccccc1F)NCCOc1cccc(Cl)c1Cl | 3%
Oc1ccccc1Oc1c(F)c(F)nc(N2CCCC2)c1F | 12%
Cc1ccc(CN(CCO)CCO)cc1 | -5%
Cc1ccc2nc(Cl)c(/C=N/Nc3nc(C)cc(C)n3)c(=O)n2c1 | 0%
CCOc1ccc(S(=O)(=O)Nc2nc3ccccc3nc2Nc2ccc(N3CCOCC3)cc2)cc1 | -4%
Cc1ccc2nc(NC(=O)/C=C/c3ccc4c(c3)OCO4)sc2c1 | -14%
C/C(=N\NC(=O)CCc1ccc(S(=O)(=O)N2CCOCC2)cc1)c1ccc(OC(F)F)cc1 | -6%
COCCN(C(=S)Nc1cc(C)ccc1C)C(C)c1cccnc1 (stereo unspecified) | 6%
CCc1cc(OCCN(C)C)ccc1Cl | -14%
O=C(Cc1cccc2ccccc12)NN1C(=O)C2C(C1=O)C1C=CC2C12CC2 (stereo unspecified) | 1%
Cc1ccc(NC(=S)NC2CC3CCCC(C2)N3Cc2ccco2)cc1 (stereo unspecified) | 12%
COc1cc(CN2CCNC(=O)C2CC(=O)NCCC2=CCCCC2)cc(OC)c1 (stereo unspecified) | 2%
CC1CCCC(NC(=O)CSC2CCCCC2)C1C (stereo unspecified) | -4%
O=C(Nc1ccccc1F)c1ccc(OCc2ccccc2)cc1 | -3%
CC1CCCC(NC(=O)CSc2ccc(F)cc2)C1C (stereo unspecified) | 1%
NNC(=O)CCCNc1ncc(C(F)(F)F)cc1Cl | -2%
Fc1ccc(CNC(=S)NC2CCCC2)cc1 | 3%
N[C@@H]1CCN(O)C1=O | -3%
CCOc1cccc2cc(C(=O)NCCC3=CCCCC3)c(=O)oc12 | 3%
CCN(CC)CCNC(=S)Nc1ccc(Cl)cc1 | 2%
CCOC(=O)CC(C)(C)/C(C)=N/Nc1ccc([N+](=O)[O-])cc1[N+](=O)[O-] | u
O=C(Nc1ccc(N2CCOCC2)cc1)c1ccncc1 | 5%
CC1=NNC(=O)C(CC(=O)Nc2ccc(Cl)c(Cl)c2)C1 (stereo unspecified) | -1%
CCOc1ccc(N2CC(C(=O)Nc3ccccc3OC)CC2=O)cc1 (stereo unspecified) | 2%
CCc1cccc(C)c1NC(=S)N(CCN(C)C)Cc1cccs1 | 4%
COc1ccc(NC(=O)CSc2nnnn2Cc2ccccc2)cc1 | 3%
Cc1ccc(CC2C(=O)N(c3ccc(C)cc3)C(=O)C2C)cc1 (stereo unspecified) | -3%
CC(C)(C)OC(=O)NCCc1nnc(SCc2ccccc2)o1 | 8%[57.5 µM]
CCOC(=O)C(/C(C)=N/NC(=O)C1CC1c1ccccc1)C(C)C (stereo unspecified) | -2%
Cc1cc(C)cc(NC(=O)c2ccc(S(=O)(=O)C(F)F)cc2)c1 | 3%
CCOC(=O)c1sc2nc3c(cc2c1N)C(=O)CC(C)(C)C3 | 2%
O=C(COC(=O)COc1ccccc1[N+](=O)[O-])NC1CCCC1 | 10%
O=C(C1CC1)N1N=C(c2ccncc2)CC1(O)C(F)(F)F (stereo unspecified) | -2%

The list goes on; it opens with the seven that closed the last part.
SMILES | ERK EGF inh
Cc1ccc(CC2C(=O)N(c3ccc(C)cc3)C(=O)C2C)cc1 (stereo unspecified) | -3%
CC(C)(C)OC(=O)NCCc1nnc(SCc2ccccc2)o1 | 8%[57.5 µM]
CCOC(=O)C(/C(C)=N/NC(=O)C1CC1c1ccccc1)C(C)C (stereo unspecified) | -2%
Cc1cc(C)cc(NC(=O)c2ccc(S(=O)(=O)C(F)F)cc2)c1 | 3%
CCOC(=O)c1sc2nc3c(cc2c1N)C(=O)CC(C)(C)C3 | 2%
O=C(COC(=O)COc1ccccc1[N+](=O)[O-])NC1CCCC1 | 10%
O=C(C1CC1)N1N=C(c2ccncc2)CC1(O)C(F)(F)F (stereo unspecified) | -2%
COc1ccc(S(=O)(=O)NC(C)CCc2ccccc2)cc1 (stereo unspecified) | -15%
Cc1ccc(-n2c(C)cc(/C=C3\NC(=O)NC3=O)c2C)c(C)c1 | -5%
O=C1C2N=NN(CC(=O)N3N=C(c4cccc5ccccc45)CC3c3ccccc3)C2C(=O)N1c1ccccc1 (stereo unspecified) | -10%
O=C(c1ccccc1NS(=O)(=O)c1ccccc1[N+](=O)[O-])N1CCOCC1 | 2%
O=C(NCC1CCCO1)c1ccc(CNS(=O)(=O)c2cccc(Cl)c2)cc1 (stereo unspecified) | 4%
CCOC(=O)c1c(C)[nH]c(C(=O)COC(=O)CNC(=O)c2ccc(Br)cc2)c1C | -3%
CC(=O)C(Cl)C(=O)Nc1ccccc1 (stereo unspecified) | 0%
CCC(=O)Nc1cc2c(cc1C(C)=O)OCCO2 | 5%
Fc1ccc2nc(N3CCCC3)sc2c1 | -4%
CCCOc1ccc(C2c3c(oc4cc(C)c(C)cc4c3=O)C(=O)N2CCCN(C)C)cc1 (stereo unspecified) | 7%
CCN(CC)/C(N)=N/c1nc(C)cc(C)n1 | -2%
Cc1cc(=S)c2ccccc2[nH]1 | 5%[57.5 µM]
Cc1ccccc1NC(=O)COc1ccc(Br)cc1CNCCCO | 4%
CCN1CCN(Cc2ccc(NC(=O)c3ccc(C)c(NC(=O)c4nccnc4N)c3)cc2C(F)(F)F)CC1 | u
Cc1ccc(S(=O)(=O)N2CCOCC2)cc1NC(=O)CNCC1CCCCC1 | -18%
O=C(c1ccc(Cl)c([N+](=O)[O-])c1)N(Cc1ccccc1)C1CCS(=O)(=O)C1 (stereo unspecified) | 0%
COc1ccc(S(=O)(=O)N(C)CC(=O)Nc2ccc(C)cc2)cc1OC | -7%
COc1ccc(-c2cc(C(=O)OC(C)C(=O)Nc3c(C)n(C)n(-c4ccccc4)c3=O)c3ccccc3n2)cc1 (stereo unspecified) | -14%
COc1cc(OC)c(/C=N/NC(=O)Cn2nc([N+](=O)[O-])cc2C)c(OC)c1 | 2%[57.5 µM]
COc1ccc(-c2oc3ccccc3c(=O)c2O)cc1OC | 17%
c1ccc(CSCc2nc3ccccc3[nH]2)cc1 | 2%
NC(=O)C(=O)NN=C1C2CC3CC(C2)CC1C3 | -2%
O=C(CCCc1ccccc1)Nc1cccnc1Cl | 3%
Fc1ccccc1CN(CCN1CCOCC1)C(=S)Nc1ccccc1Cl | -6%
COC(=O)c1ccc(C(/C=C/[C@@H](C)C(=O)NCc2cc(C)n(C)n2)NC(=O)OCc2ccccc2)cc1 (stereo partly specified) | 5%
O=C(Nc1ccc(N2CCCCC2)cc1)C(Cl)c1ccccc1 (stereo unspecified) | -2%
N[C@H](C(=O)O)[C@H](OCc1ccccc1)C(=O)O | 3%
CC(=O)Nc1ccc2nsnc2c1 | 20%[57.5 µM]
C#CCCCCCCC#CCN(C)C | -4%
COC(=O)c1cn(Cc2ccc(C(F)(F)F)cc2)cc(F)c1=O | 0%[57.5 µM]
O=C(NNc1cccc(Cl)n1)Nc1ccccc1F | -1%
Cc1ccc(CNC(C)c2ccccc2)cc1 (stereo unspecified) | 6%
COc1cccc(C(=O)NNC(=O)CCc2ccccc2)c1 | 1%
CC(C)C(C)NC(=O)COc1ccc(S(=O)(=O)N2CCOCC2)cc1Cl (stereo unspecified) | -14%
COC(=O)[C@@]1(Cc2ccc(OC)cc2)[C@H]2c3cc(C(=O)N4CCCC4)n(CCc4c[nH]c5ccccc45)c3C[C@H]2CN1C(=O)c1ccccc1 | -4%
C/C(CC(=O)Nc1ccc(N(C)C)cc1)=N\NC(=O)c1cnccn1 | 0%
Cc1cc(NC(=O)CSc2nccn2-c2ccc([N+](=O)[O-])cc2)no1 | 0%
COc1ccc(NCc2nnc(SCC(=O)NCc3ccco3)n2-c2ccccc2OC)cc1 | 7%
O=C(NCC1CCCO1)C1CCN(C2CCN(CCCC3CCCC3)CC2)CC1 (stereo unspecified) | -7%
COc1ccc(CC(=O)NCC2(N3CCCCC3)CCCCC2)cc1 | -2%
Cc1nc(NC(=O)/C=C/c2ccccc2)sc1C(=O)Nc1cccc(Cl)c1 | 9%
CC(NC(=O)COC(=O)CC(c1ccccc1)c1ccccc1)c1ccccc1 (stereo unspecified) | 2%
Cc1ccc2c(-c3ccc([N+](=O)[O-])cc3)cc(=O)[nH]c2c1 | -11%[57.5 µM]
CCNc1nc(NCC)n2c(SCC(=O)N3CC4(C)CC3CC(C)(C)C4)nnc2n1 (stereo unspecified) | -8%
CC(C)(C)c1ccc(OCCOCCn2cnc3ccccc3c2=O)cc1 | 16%
Cc1cccc(Nc2nnc(SCC(=O)NCc3cccs3)s2)c1 | -6%
CC(C(=O)O)c1ccc(-c2ccccc2)c(F)c1 (stereo unspecified) | -7%[57.5 µM]
Cc1onc(-c2ccccc2)c1C(=O)N/N=C/c1cc2c(cc1Br)OCO2 | 5%
O=C(O)c1ccccc1C(=O)Nc1ccc(Oc2cccc3ccccc23)cc1 | -8%
CCCCc1ccc(NC(=S)N2CCCC(CO)C2)cc1 (stereo unspecified) | 7%

Continuation:
SMILES | ERK EGF inh
O=c1c2ccccc2[nH]c(=S)n1CCC1=CCCCC1 | 6%
CNC(=O)Nc1ccccc1C(=O)Nc1ccccc1 | -4%[57.5 µM]
CC(C)C[C@@H]1NC(=O)[C@H](C(C)C)NC(=O)c2cc([N+](=O)[O-])cc(I)c2OCC[C@@H](C(N)=O)NC1=O | -13%
C/C(CC(=O)Nc1ccc(N(C)C)cc1)=N\NC(=O)C(=O)NCc1ccccc1 | 1%
COc1ccccc1-c1nc(C#N)c(N2CC(C)CC(C)C2)o1 (stereo unspecified) | u
CN(NC(=O)c1ccc(Cl)cc1Cl)C1=NS(=O)(=O)c2ccccc21 | -10%
COc1cccc2cc(C(C)OC(=O)Nc3ccc(C)cc3)oc12 (stereo unspecified) | -4%
CC1CCc2c(sc3nc(CN4CCOCC4)nc(N4CCc5ccccc5C4)c23)C1 (stereo unspecified) | 2%
O=C(Cc1c(Cl)cccc1Cl)NC1=NCCS1 | 2%
Oc1ccc(N2CCN(c3ncnc4sc(-c5ccccc5)cc34)CC2)cc1 | -2%
Cc1ccc(C2(C)NC(=O)N(CC(=O)NCc3cccs3)C2=O)cc1 (stereo unspecified) | 14%
CCN(CC)S(=O)(=O)c1ccc(/C=C/C(=O)O)cc1 | 4%
Cc1ccc(/C=C(\C#N)C(=O)NCCN2CCOCC2)cc1 | 1%
COC(=O)C1=C(O)/C(=C/c2cccc(OC)c2O)N=C1C | 2%[57.5 µM]
CSc1nnc(C)c(=O)n1COC(=O)/C=C/c1ccccc1 | 1%
COC(=O)CSc1nc(N)c2c3c(sc2n1)C(c1ccccc1)SC(c1ccccc1)C3 (stereo unspecified) | 0%
O=C(O)CCSc1nnc(COc2cccc3ccccc23)n1-c1cccc(Cl)c1 | 7%
COc1ccc(CCN(C)C2CC(=O)N(c3ccccc3)C2=O)cc1OC (stereo unspecified) | -9%[57.5 µM]
O=C(C1CCC(CNS(=O)(=O)c2cccc3nsnc23)CC1)N1CCN(c2ccccn2)CC1 (stereo unspecified) | -2%
CSc1nc2ccc(NS(=O)(=O)c3c(Cl)cccc3Cl)cc2s1 | 3%

Part of the list above in order of length of the SMILES, lowest first.
SMILES | ERK EGF inh
CSc1nnc(C)c(=O)n1COC(=O)/C=C/c1ccccc1 | 1%
O=C(O)CCSc1nnc(COc2cccc3ccccc23)n1-c1cccc(Cl)c1 | 7%
COC(=O)CSc1nc(N)c2c3c(sc2n1)C(c1ccccc1)SC(c1ccccc1)C3 (stereo unspecified) | 0%
O=C(C1CCC(CNS(=O)(=O)c2cccc3nsnc23)CC1)N1CCN(c2ccccn2)CC1 (stereo unspecified) | -2%

Continued:
SMILES | ERK EGF inh
CCOc1ccc(NC(=O)CN2C(=O)CSC2=O)cc1 | 3%
O=C(Nc1ccc(F)cc1)Nc1ccccc1N1CCCCC1 | 5%[57.5 µM]
O=C(CSc1nnc(-c2ccc3c(c2)OCO3)o1)Nc1ncc(C(F)(F)F)cc1Cl | 1%
CCOC(=O)COc1ccc(S(=O)(=O)N2CCN(c3ccc(OC)cc3)CC2)cc1 | -7%
Cc1nn(CC(=O)c2ccc(Cl)s2)c(C)c1[N+](=O)[O-] | 3%
Cc1ccc(OCC(=O)N2N=C(c3ccc(Cl)cc3)CC2c2ccco2)c([N+](=O)[O-])n1 (stereo unspecified) | u
O=C(COc1cc(O)c2c(=O)c3ccccc3oc2c1)OCc1ccccc1 | -9%[57.5 µM]
O=C(CN1C(=O)NC(Cc2c[nH]c3ccccc23)C1=O)Nc1cccc(S(=O)(=O)N2CCCC2)c1 (stereo unspecified) | 5%

Screening results: PubChem BioAssay, National Center for Advancing Translational Sciences (NCATS)

These rows are one share of the data; the hit share may differ from the screen's.
